Bioassay records deposited in PubChem BioAssay by several laboratories.
Arrestin-AP2 inh – blocks beta-arrestin peptide binding to AP2 adaptin. FITC-arrestin peptide / GST-AP2 beads, flow cytometry; AP2 beta2 appendage carries R879A mutation. inhibition, % at 10 µM. 0.31% of 340,000 active. AID 504490;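 active means inhibition above a set limit, near 3 SD of compounds lacking own fluorescence, cut at about 54% in these data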;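 further: plate controls were DMSO wells for no effect and 5 µM unlabelled arrestin peptide for full effect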
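Test system: GST-tagged AP2 beta2-adaptin appendage (R879A) on 4 µm glutathione beads; also added: fluorescein-tagged arrestin peptide at 50 nM final; timing: 12 min plus 1 h, RT; signal: flow cytometry, FL1 (488/535 nm); read-out: percent drop in bead-associated FITC signal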
MOR-DOR ag – OPRM1-OPRD1 heterodimerization agonism; AID 504326; activation, % at 9.3 µM; 0.3% of 340,000 active; cells, luminescence; P35372+P41143; in the data active means activation above about 18%;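 further: 0% = vehicle-treated cells and 100% = reference agonist; values of inactives mirror those of a sister screen read the other way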
HTR5A ag – HTR5A agonism, opioid heterodimer counter-screen | HTR5A agonist assay, luminescence, cell-based | activation, % at 9.3 µM | 0.61% of 340,000 active; in the data active means activation mostly above about 9.5%, no sharp cut-off; inactive means mostly below about 7.6%;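 further: 0% = cells with vehicle only and 100% = reference agonist; strong numbers were not always called active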
Target sequence (P47898 whole entry, looked up): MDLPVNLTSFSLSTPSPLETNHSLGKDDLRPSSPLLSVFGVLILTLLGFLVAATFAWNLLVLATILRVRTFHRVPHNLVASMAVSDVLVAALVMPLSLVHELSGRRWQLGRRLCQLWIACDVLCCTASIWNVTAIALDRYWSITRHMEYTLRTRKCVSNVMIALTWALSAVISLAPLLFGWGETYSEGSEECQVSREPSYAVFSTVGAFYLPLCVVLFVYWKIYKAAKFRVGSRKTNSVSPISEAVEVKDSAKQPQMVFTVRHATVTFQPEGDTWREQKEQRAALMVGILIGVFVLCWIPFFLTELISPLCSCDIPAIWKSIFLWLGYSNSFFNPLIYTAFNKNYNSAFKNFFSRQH
OPRM1-OPRD1 inv – inverse agonists of human mu-delta opioid receptor heterodimerization; P35372+P41143; cell-based MOR-DOR heterodimer luminescence, inverse agonism; inhibition, % at 9.3 µM; 0.21% of 340,000 active; AID 504357; in the data active means inhibition above about 22%, passing the limit was not always enough;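 further: 0% = cells with DMSO and 100% = wells without cells with DMSO; values of inactives mirror those of a sister screen read the other way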
Pemphigus Ab inh – inhibitors of pemphigus antibody binding to human desmoglein-3 | P32926 | DSG3-coupled beads, scFv-anti-DSG3-GFP binding, flow cytometry; stronger effect = lower value | binding (percent of control), % at 10 µM | 0.48% of 310,000 active | AID 588358;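 active means binding more than 3 SD below its plate's average and above zero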;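 further: hits lower antibody fragment binding to DSG3; some compounds called inactive have numbers as strong as hits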
DAGLB inh – blocks human DAGLB lipase activity | Q8NCG7 | HEK293T DAGLB membrane lysate, EnzChek fluorogenic substrate | inhibition, % at 5.17 µM | 0.059% of 340,000 active | AID 504411; in the data active means inhibition above about 34%;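 further: 0% = enzyme with vehicle and 100% = wells lacking enzyme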
Target sequence (Q8NCG7 whole entry, looked up): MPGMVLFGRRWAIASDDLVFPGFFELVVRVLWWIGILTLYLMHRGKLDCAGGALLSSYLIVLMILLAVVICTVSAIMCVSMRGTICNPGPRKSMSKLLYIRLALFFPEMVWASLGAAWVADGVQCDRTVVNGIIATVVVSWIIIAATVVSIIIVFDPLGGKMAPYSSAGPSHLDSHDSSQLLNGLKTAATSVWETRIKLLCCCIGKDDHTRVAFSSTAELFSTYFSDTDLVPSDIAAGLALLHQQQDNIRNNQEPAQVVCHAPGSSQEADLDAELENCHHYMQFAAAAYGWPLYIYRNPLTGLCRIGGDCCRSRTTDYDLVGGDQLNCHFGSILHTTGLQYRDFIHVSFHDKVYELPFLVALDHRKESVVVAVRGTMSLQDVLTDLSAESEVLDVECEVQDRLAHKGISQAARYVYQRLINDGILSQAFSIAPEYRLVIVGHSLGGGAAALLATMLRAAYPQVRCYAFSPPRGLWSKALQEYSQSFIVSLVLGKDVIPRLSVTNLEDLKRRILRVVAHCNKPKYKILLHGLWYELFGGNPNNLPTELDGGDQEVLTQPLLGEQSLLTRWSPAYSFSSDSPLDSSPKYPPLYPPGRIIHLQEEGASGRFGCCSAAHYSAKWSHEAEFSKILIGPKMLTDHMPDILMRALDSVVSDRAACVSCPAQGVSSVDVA
PKA-R1A act – PKA-R1A complex activation; P00514+P68181; PKA-R1A dissociation, Cy5-IP20 fluorescence polarization; scaled: DMSO 0%, 113 µM cGMP 100%; activation, % at 11.4 µM; 0.083% of 340,000 active;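 active means percent activation above the mean of all tested compounds plus 3 SD, cut at about 19% in these data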;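 further: higher means more PKAc released from R1A so a rise in polarization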
PKA-R2B act – activates the human PKA-R2B holoenzyme complex; 0.079% of 340,000 active; AID 504700; PKA-R2B holoenzyme dissociation, Cy5-IP20 fluorescence polarization; R2B truncated from residue 108, S112A mutant; 0% DMSO only, 100% 113 µM cGMP; activation, % at 11.4 µM;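 active means activation above a cutoff set at the mean over all compounds plus 3 SD, cut at about 18% in these data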;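 further: higher means more holoenzyme dissociation and a rise in polarization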
HTR5A inv ctr – inverse agonist of human HTR5A in OPRM1-OPRD1 counter-screen. 0.083% of 340,000 active. inhibition, % at 9.3 µM. AID 504634. HTR5A cell line, luminescence, inverse agonism; in the data active means inhibition mostly above about 23%, no sharp cut-off; inactive means mostly below about 18%;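 further: 0% = cells with DMSO and 100% = no-cell wells with DMSO; some compounds called inactive have numbers as strong as hits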
V-ATPase pH – alters yeast V-ATPase proton transport | response, % at 10 µM | 0.37% of 350,000 active | S. cerevisiae, pHLuorin cytosolic pH fluorescence; in the data active means response mostly above about 7.3%, no sharp cut-off; inactive means mostly below about 5.4%; further: actives read high; inactives centre near 0; some compounds called inactive have numbers as strong as hits; reference of the scale not given here
* marks the source's active call; other numbers are inactive results; / = no result given.

SMILES	Arrestin-AP2 inh	MOR-DOR ag	HTR5A ag	OPRM1-OPRD1 inv	Pemphigus Ab inh	DAGLB inh	PKA-R1A act	PKA-R2B act	HTR5A inv ctr	V-ATPase pH
Cc1c(/C=N/NC(=O)C(C)(C)Oc2ccc(Cl)cc2)cnn1C	7.4	-1.5	0.2	8.6	94.7	0.7	3.9	-7.6	19.5	1.0
COc1ccc(/C=C(/NC(=O)/C=C/c2ccccc2)C(=O)N2CCOCC2)cc1	7.3	0.5	12.0	-2.9	97.6	-1.1	-18.5	-1.9	-32.0	0.6
Cn1nc(CC(=O)Nc2cccc3ncccc23)c2ccccc2c1=O	1.1	-0.2	-3.0	0.9	/	-1.9	-3.0	0.7	1.0	0.9
CCOC(=O)C1CCN(S(=O)(=O)c2nc3nc(C)cc(C)n3n2)CC1	-2.4	-2.6	-0.4	14.0	98.6	0.3	0.1	-13.0	23.1	-2.8
COc1ccc(OC)c(NC(=O)CSc2nnc3ccc(-c4ccncc4)nn23)c1	4.0	-1.4	3.5	7.6	85.3	-2.5	-7.3	-7.1	-9.6	-4.2
COc1ccc(S(=O)(=O)NCC(c2cccnc2)N2CCN(C)CC2)cc1C (stereo not drawn)	0.0	-1.8	13.1	10.9	102.0	1.1	1.2	6.7	-39.9	-3.3
CN1C(=O)/C(=C/c2cccc([N+](=O)[O-])c2)C(=O)N1c1ccccc1	34.4	-2.0	-3.0	9.4	100.3	8.8	2.6	-0.7	10.9	1.7
CCCCn1c(=O)[nH]c(=O)c2c1nc(-c1cc(Cl)c(OC)c(OC)c1)n2C	20.7	1.2	11.6	-6.1	108.3	-0.1	-0.3	3.3	0.9	-1.0
COc1ccc(OC)c(NC(=O)NC2CCCc3ccccc32)c1 (stereo not drawn)	16.2	0.3	5.8	-1.9	98.9	0.8	9.5	6.2	6.4	2.9
Cc1ccc(/C=C2\SC(=S)N(CCCC(=O)NNC(=O)c3ccccc3O)C2=O)cc1	-1.0	0.9	1.6	-4.4	145.9	5.4	1.1	-6.5	26.0	-0.2
O=C(NCCN1CCOCC1)c1cc(-c2cccs2)on1	3.4	-0.5	-6.5	2.5	104.5	1.3	-6.0	-1.4	-14.2	-2.8
COc1cc(CNCc2cccc(OC)c2OC)cc(OC)c1	35.7	-2.1	0.5	10.6	100.2	-0.9	-5.3	4.4	-16.6	0.7
COc1ccc(/C=N/NC(=O)CCCC(=O)NC2CCCCC2)cc1	-4.4	-0.2	5.7	1.2	106.0	-4.1	-16.4	-6.5	-3.4	-3.8
CSc1ccc(-c2sc(Nc3cccc4ccccc34)n[n+]2-c2ccccc2)cc1	5.0	2.3	-4.6	-10.7	101.3	3.9	-1.5	-4.8	-14.8	6.2
CCOC(=O)c1ccc(NC(=O)CC2SC3=NCCN3C2=O)cc1 (stereo not drawn)	10.1	-3.3	1.0	16.4	117.5	-1.0	0.2	5.6	30.8	-2.9
CC1CN(C(=O)Nc2ccc(Br)cc2Cl)CC(C)O1 (stereo not drawn)	-14.9	-1.1	-5.8	5.8	99.4	-1.5	-6.8	-2.6	13.0	-0.3
COc1ccc(S(=O)(=O)c2nnn(-c3cccc(Cl)c3)c2N)cc1	12.7	2.2	-2.6	-10.5	111.7	-4.6	-10.8	-4.1	-25.6	-2.4
CCOc1ccc(NC(=O)C2CCN(C(=O)N3CCOc4ccccc43)CC2)cc1	12.9	-1.5	-3.6	8.8	100.8	1.4	-3.4	-10.5	2.4	6.0
Cc1ncsc1CCOC(=O)C1C2CC3CC(C2)CC1C3 (stereo not drawn)	4.5	4.8	3.8	-33.8	87.5	-4.9	-9.9	-0.3	-10.4	3.1
O=C(CSc1nc(-c2ccco2)cc(C(F)(F)F)n1)NCc1cccs1	-19.6	-2.4	6.8	11.7	110.3	-3.3	-0.2	-7.1	-16.6	-4.7
O=C(NCc1ccncc1)C(=O)NCC1OCCN1S(=O)(=O)c1ccc(Cl)cc1 (stereo not drawn)	24.0	-1.6	2.9	8.4	101.0	-0.6	-3.9	2.7	-6.9	2.2
Cc1cc(=O)c2n(Cc3ccc(Cl)cc3)nc[n+]2[nH]1	-1.3	-2.5	7.2	10.8	101.6	1.1	8.9	0.5	-19.8	1.6
Nc1[nH]n2c(=O)c3c(nc2c1N=Nc1ccccc1)CCCC3	2.3	16.1	5.2	-80.4	97.1	11.4	2.8	8.3	-13.3	-6.7
CN1CCN(c2oc(-c3ccccc3F)nc2S(=O)(=O)c2ccc(Cl)cc2)CC1	5.9	-2.5	-1.9	13.8	103.8	0.1	4.1	-5.9	-6.2	-0.7
CCOc1ccccc1-c1nc(C(N)=O)c2[nH]c(=O)n(-c3cccc(C)c3)c2n1	5.5	-0.5	-7.9	2.9	100.2	-0.1	-10.7	-8.5	20.0	-3.4
O=C(CSc1nnc(NC(=O)c2c(F)cccc2F)s1)NC1CC1	35.0	0.8	-0.4	-6.7	98.8	0.9	-7.3	6.3	-25.7	-0.8
COc1cccc2c1C(CCCC(=O)O)CCC2 (stereo not drawn)	29.4	-1.0	-0.5	5.2	90.8	1.0	-2.8	-4.2	2.0	0.8
CC(C)CC(=O)N1CCC(O)(CS(=O)(=O)Cc2ccc(Cl)cc2)CC1	24.6	-2.8	-2.4	14.3	/	-1.7	-4.5	-8.9	7.2	-1.9
O=C(CCCCn1c(=O)c2ccccc2n(CC(=O)Nc2ccc(F)cc2)c1=O)NCc1ccco1	-2.3	-0.4	8.8	1.8	117.6	4.3	-15.9	-1.8	-4.0	15.5
COc1ccc(NC(=O)COC(=O)c2c(C)noc2C)c(OC)c1	2.4	-1.6	-1.3	9.2	83.3	2.4	-10.1	-6.5	3.2	0.9

Whole records as entered above. Order of screens: Arrestin-AP2 inh	MOR-DOR ag	HTR5A ag	OPRM1-OPRD1 inv	Pemphigus Ab inh	DAGLB inh	PKA-R1A act	PKA-R2B act	HTR5A inv ctr	V-ATPase pH
CC1CN(C(=O)Nc2ccc(Br)cc2Cl)CC(C)O1 (stereo not drawn) in the list: -14.9	-1.1	-5.8	5.8	99.4	-1.5	-6.8	-2.6	13.0	-0.3
COc1ccc(NC(=O)COC(=O)c2c(C)noc2C)c(OC)c1 in the list: 2.4	-1.6	-1.3	9.2	83.3	2.4	-10.1	-6.5	3.2	0.9

Continuation.
SMILES	Arrestin-AP2 inh	MOR-DOR ag	HTR5A ag	OPRM1-OPRD1 inv	Pemphigus Ab inh	DAGLB inh	PKA-R1A act	PKA-R2B act	HTR5A inv ctr	V-ATPase pH
COc1ccc(NC(=O)[C@H](C)NC(=O)[C@@H]2Cc3ccccc3CN2C(=O)OC(C)(C)C)cc1	-3.4	-2.0	0.4	10.7	97.5	1.1	0.7	-1.7	-1.8	6.0
Cc1cccc(C)c1NC(=O)c1sccc1SCC#N	-2.2	-0.7	-0.4	4.0	99.4	-0.9	-17.2	-10.0	-15.6	2.0
Cc1c(C#N)c2n(c1C)CCCC(=O)N2	/	/	/	/	99.8	1.9	12.0	16.4	/	-0.8
C=CCN1c2ccccc2[C@]23C[C@@H](C(=O)OC)N(C(=O)c4cccs4)C2=NC(C(=O)OC)=C(C(=O)OC)[C@H]13	/	1.1	-2.7	-6.4	105.0	-1.6	-4.8	-5.8	-6.7	-5.3
CCC(C)NC(=O)C1(C)CCC(=O)N1CCc1ccc(OC)c(OC)c1 (stereo not drawn)	-5.1	-1.8	2.5	9.9	105.8	1.7	-6.5	6.2	-13.6	0.4
COc1ccc(-c2c(NC(=O)c3ccco3)oc3c(C)cccc3c2=O)cc1OC	-15.9	-2.5	-0.7	12.5	100.4	1.9	-4.6	-5.0	2.6	7.3
COc1ccc(N2CC(C(=O)Nc3ccccc3C(=O)NCc3ccco3)CC2=O)cc1 (stereo not drawn)	-0.6	-2.0	3.1	11.2	99.0	0.1	-0.5	1.2	-1.2	1.1
CN(C)c1ccc(/C=C2\NC(=S)N(Cc3ccccc3)C2=O)cc1	-15.7	0.8	3.3	-4.8	282.1	-94.7	2.3	-5.5	2.5	-2.7
Cc1sc2ncnc(N3CCCC(C)C3)c2c1C (stereo not drawn)	-7.0	0.6	-3.4	-2.9	115.5	-3.7	0.3	-0.2	9.3	2.0
O=C(c1cccs1)c1ccc(-c2cccs2)s1	7.5	-2.0	4.4	11.6	111.1	-16.3	-0.3	2.4	2.1	-1.2
O=C(c1ccc2nc(N3CCOCC3)sc2c1)N1CCN(c2ccc(Cl)cc2)CC1	-3.7	-2.6	-3.2	12.8	101.1	1.1	0.9	-3.5	12.1	-1.9
CCCNC(=O)C1(CC2CC(c3ccccc3)=NO2)CCN(C(=O)CCCCCBr)CC1 (stereo not drawn)	23.5	-2.2	3.6	12.4	99.7	-1.4	4.6	-2.4	19.3	2.5
CCSc1ncnc2sc3c(c12)CCC3	4.7	1.7	1.4	-9.3	104.2	-5.9	4.2	5.0	-1.3	10.2
CC(C)(C)NC(=O)C(c1c[nH]c2ccccc12)N(C(=O)Cn1nnc(-c2ccc(F)cc2)n1)c1cccc(O)c1 (stereo not drawn)	13.5	1.7	-0.6	-8.8	/	-1.3	3.2	-2.8	2.7	-4.0
CN(C(=O)OC(C)(C)C)c1ccc(-c2nc3ccccc3s2)cc1	30.1	2.5	2.8	-13.5	97.5	-14.4	-5.3	12.1	-16.3	10.9
CCC(C)(C)n1nnnc1CN1CCSCC1	6.5	0.8	-1.5	-4.6	101.2	-0.7	-7.1	5.3	-28.2	3.9
O=[N+]([O-])c1ccc(/C([O-])=C(/C(=S)NCc2ccco2)[n+]2ccccc2)cc1	-11.2	2.1	2.5	-10.8	95.7	2.1	-3.1	-9.4	-14.1	-0.6
CCNc1nc(NCC)n2c(SCC(=O)Nc3ccccc3F)nnc2n1	0.3	-1.5	0.7	8.0	112.9	0.4	-6.1	-6.6	-2.0	-4.2
CCn1c(SCC(=O)NNC(=O)c2ccccc2)nnc1-c1ccncc1	7.4	2.6	-7.4	-13.1	97.7	1.6	2.7	-2.2	19.3	2.2
O=C(O)C(CO)N=Cc1c(O)c2ccccc2oc1=O (stereo not drawn)	18.2	-2.1	-0.2	10.7	105.1	-2.8	-0.9	-1.3	0.5	-2.5
O=C(COC(=O)c1ccncc1)c1ccc(Br)cc1	-17.5	-7.2	-0.2	33.0	104.3	-1.7	-5.1	-9.2	0.6	-2.4
CC1CCCC2(C1)NC(=S)c1c(sc3c1CCCC3)N2 (stereo not drawn)	2.9	-1.1	-1.5	6.5	107.0	0.7	5.4	6.0	-6.3	-0.3
CC(C)(C)CC(=O)N[C@@H](Cc1ccccc1)c1nc2ccccc2[nH]1	-19.4	1.7	3.5	-13.1	/	0.5	3.4	-6.8	-9.3	0.5
CC(C)=CC(=O)Nc1c(C)cc(C)cc1Cl	-4.0	-2.1	4.4	13.6	87.8	0.1	-10.0	1.4	-10.9	1.7
CS(=O)(=O)N(CC(=O)NC1CCCCC1)c1cccc(Cl)c1	-9.7	1.0	-1.5	-5.9	107.4	1.9	-4.0	-0.2	-16.3	-2.5
COc1cc2c(cc1OC)C(c1cccs1)N(C(=O)c1cccnc1)CC2 (stereo not drawn)	-5.3	-3.9	5.0	18.4	99.0	-2.3	4.4	2.2	19.4	0.5
